M. tuberculosis = growth inhibition of non-replicating M. tuberculosis (AID 488890); Mycobacterium tuberculosis non-replicating, growth inhibition; higher % means a stronger effect; inhibition, % at 25 µM; hits with a dose series show IC50 in µM; actives 0.39% (n = 320,000); in the data active = a potency from the dose series; inconclusive = inhibition mostly from about 82% at the one dose, without a potency; inactive = the rest, 99 in 100 with inhibition below about 76%;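 note: plate controls were DMSO cells for no effect and high antibiotic wells for full effect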
H1N1 NS1A inhibition = H1N1 influenza NS1A inhibitors, functional cell based assay (AID 504329); actives 0.3% (n = 340,000); NS1A functional cell-based assay, percent inhibition; higher % means a stronger effect; inhibition, % at 12.5 µM; hits with a dose series show IC50 in µM; in the data active = a potency from the dose series; inconclusive = inhibition above about 27% without an active follow-up result; note: strong numbers were not always called active
VEEV TC-83 Vero = inhibitors of VEEV TC-83 cytopathic effect, confirmation, Vero cells (AID 588727); Vero cells, VEEV TC-83 cytopathic effect inhibition; higher % means a stronger effect; one-dose inhibition, % at 20 µM; IC50 in µM for titrated hits; actives 0.13% (n = 350,000); in the data active = a potency from the dose series; inconclusive = inhibition mostly from about 14% at the one dose, without a potency; inactive = the rest, 99 in 100 with inhibition below about 12%; note: strong numbers were not always called active
H37Rv inhibition = M. tuberculosis growth inhibition, HTS (AID 449762). M. tuberculosis H37Rv growth inhibition, 7H9 media; higher % means a stronger effect. inhibition, % at 25 µM, or IC50 in µM where a hit was titrated. actives 0.59% (n = 330,000); in the data active = a potency from the dose series; inconclusive = inhibition above about 70% without an active follow-up result;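 note: bacterial growth assessed after seven days of incubation; strong numbers were not always called active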
PhoP GFP inhibition = PhoP regulon inhibitors, Salmonella typhi PhoP promoter GFP reporter, confirmatory (AID 1850); Salmonella Typhi PhoP-promoter GFP reporter, fluorescence, 4 h; higher % means a stronger effect; inhibition, % at 50 µM, or IC50 in µM where a hit was titrated; actives 0.33% (n = 310,000); in the data active = a potency from the dose series; inconclusive = inhibition mostly from about 25% at the one dose, without a potency; inactive = the rest, 99 in 100 with inhibition below about 19%;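 note: 0% = induced wells with vehicle and 100% = uninduced wells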
VEEV TC-83 Vero 10K pilot screen = also measured in VEEV TC-83 Vero; calls as there; inhibition, %; measured here: 10K pilot screen inhibition
The depositor's hits bear a star. The order is random; overall some 1.6% were active at least once.

How did Cc1cccc(C)c1NC(=O)CNCC(=O)N(C)C do in these assays?
M. tuberculosis: -9%; H1N1 NS1A inhibition: -3%; VEEV TC-83 Vero: 0.4%; H37Rv inhibition: 13%; PhoP GFP inhibition: -28%

What do the screens show for `Clc1ccc(CN2CCSCC2)c(Cl)c1`?
M. tuberculosis: 27%; H1N1 NS1A inhibition: -2%; VEEV TC-83 Vero: inactive; H37Rv inhibition: 1%; PhoP GFP inhibition: -1%

What do the screens show for `COc1cc(C)nc(OCCNC(=O)COc2ccc(Cl)cc2C)n1`?
M. tuberculosis: 0%; H1N1 NS1A inhibition: -15%; VEEV TC-83 Vero: inactive; H37Rv inhibition: -11%; PhoP GFP inhibition: 11%

What do the screens show for `CNC(=O)NCCN1CCCC1=O`?
M. tuberculosis: -4%; H1N1 NS1A inhibition: -14%; VEEV TC-83 Vero: 0.2%; H37Rv inhibition: 1%; PhoP GFP inhibition: 14%

What do the screens show for `CC(C)CN1C(=O)C(=O)N(CC(=O)NC2CCCc3ccccc32)C1=O` (stereo not drawn)?
M. tuberculosis: 2%; H1N1 NS1A inhibition: -4%; VEEV TC-83 Vero: 2.1%; H37Rv inhibition: -4%; PhoP GFP inhibition: -2%

How did CCc1cn(C2CC(O)C(CO)O2)c(=O)[nH]c1=O (stereo not drawn) do in these assays?
M. tuberculosis: -1%; H1N1 NS1A inhibition: -19%; VEEV TC-83 Vero: inactive; H37Rv inhibition: -11%

What do the screens show for `O=c1c2ccccc2oc2c1oc1ccccc12`?
H1N1 NS1A inhibition: -11%; VEEV TC-83 Vero: 1.3%

What do the screens show for `Cc1cc(Cl)c(C)c(S(=O)(=O)Oc2ccccc2NC(=O)CCC(=O)O)c1Cl`?
M. tuberculosis: 13%; H1N1 NS1A inhibition: 2%; VEEV TC-83 Vero: 1.8%; H37Rv inhibition: 16%

Results for CC(C)(C)C1CCc2onc(C(=O)Nc3ccc4c(c3)OCO4)c2C1 (stereo not drawn) ?
M. tuberculosis: -3%; H1N1 NS1A inhibition: -5%; VEEV TC-83 Vero: 1.1%; H37Rv inhibition: 18%; PhoP GFP inhibition: 15%

What do the screens show for `COc1ccc(CCOC(=O)c2ccc(NC(=O)CC#N)cc2)cc1`?
M. tuberculosis: 31%; H1N1 NS1A inhibition: -6%; VEEV TC-83 Vero: 7.6%; H37Rv inhibition: -3%; PhoP GFP inhibition: -13%

How did COc1ccc(COC(=O)c2ccc(Cl)c(S(=O)(=O)N3CCOCC3)c2)cc1F do in these assays?
M. tuberculosis: 3%; H1N1 NS1A inhibition: -9%; VEEV TC-83 Vero: 5.3%; H37Rv inhibition: -5%; PhoP GFP inhibition: -11%

Results for Cc1csc(=O)n1CCC(=O)OCC(=O)c1c(N)n(CC(C)C)c(=O)n(C)c1=O ?
M. tuberculosis: -9%; H1N1 NS1A inhibition: -2%; VEEV TC-83 Vero: 3.0%; H37Rv inhibition: -8%; PhoP GFP inhibition: 3%

Results for O=C(OCC(=O)C12CC3CC(CC(C3)C1)C2)c1ccc(O)cc1 ?
M. tuberculosis: 34%; H1N1 NS1A inhibition: -4%; VEEV TC-83 Vero: 2.3%; H37Rv inhibition: 2%

Results for Cc1ccc(C(=O)/C=C/c2c(C)nn(-c3ccccc3)c2Cl)cc1 ?
H1N1 NS1A inhibition: -10%; VEEV TC-83 Vero: 3.5%

How did CCOc1ccc(NC(=O)CN(C)C(=O)CCCc2c[nH]c3ccccc23)cc1OCC do in these assays?
M. tuberculosis: 13%; H1N1 NS1A inhibition: 4%; VEEV TC-83 Vero: 7.2%; H37Rv inhibition: -2%; PhoP GFP inhibition: -6%

In the list so far, 2 contain an NH in an aromatic ring.
How did CCc1cn(C2CC(O)C(CO)O2)c(=O)[nH]c1=O (stereo not drawn) do in these assays?
M. tuberculosis: -1%; H1N1 NS1A inhibition: -19%; VEEV TC-83 Vero: inactive; H37Rv inhibition: -11%

How did CCOc1ccc(NC(=O)CN(C)C(=O)CCCc2c[nH]c3ccccc23)cc1OCC do in these assays?
M. tuberculosis: 13%; H1N1 NS1A inhibition: 4%; VEEV TC-83 Vero: 7.2%; H37Rv inhibition: -2%; PhoP GFP inhibition: -6%

The listing continues:
What do the screens show for `O=C(COc1cccc(Cl)c1)Nc1ccccc1N1CCCCC1`?
M. tuberculosis: 1%; H1N1 NS1A inhibition: -14%; VEEV TC-83 Vero: inactive; H37Rv inhibition: 51%; PhoP GFP inhibition: 4%

How did COc1ccc(CN2CCC(Oc3cc(C(=O)NC4CC4)ccc3OC)CC2)c(O)c1 do in these assays?
M. tuberculosis: 6%; H1N1 NS1A inhibition: 6%; VEEV TC-83 Vero: 1.7%; H37Rv inhibition: -8%; PhoP GFP inhibition: 2%

How did CS(=O)(=O)N(CC(=O)N1CCCCCC1)c1cccc([N+](=O)[O-])c1 do in these assays?
M. tuberculosis: -16%; H1N1 NS1A inhibition: -3%; VEEV TC-83 Vero: 1.0%; H37Rv inhibition: 4%; PhoP GFP inhibition: 2%

How did CC1CCN(S(=O)(=O)c2ccc(NC(=O)[C@@H]3CCCN3C(=O)c3cccs3)cc2)CC1 do in these assays?
M. tuberculosis: 34%; H1N1 NS1A inhibition: 0%; VEEV TC-83 Vero: 1.4%; H37Rv inhibition: -9%

How did O=C1c2ccccc2C(=O)N1CN(C(=O)COc1ccccc1)c1ccccc1 do in these assays?
M. tuberculosis: 0%; H1N1 NS1A inhibition: -1%; VEEV TC-83 Vero: inactive; H37Rv inhibition: -1%; PhoP GFP inhibition: -8%

Results for O=C1N(c2ccccc2C(F)(F)F)OC1(Cc1ccccc1)c1ccccc1 (stereo not drawn) ?
M. tuberculosis: 41%; H1N1 NS1A inhibition: -15%; VEEV TC-83 Vero: 59%; H37Rv inhibition: 0%

How did COc1ccc(CNCCc2ccc([N+](=O)[O-])cc2)c(OC)c1OC do in these assays?
M. tuberculosis: 16%; H1N1 NS1A inhibition: -14%; VEEV TC-83 Vero: inactive; H37Rv inhibition: 6%; PhoP GFP inhibition: -4%

Results for N#Cc1cc(N)ccc1-n1cccc1 ?
M. tuberculosis: 6.2µM*; H1N1 NS1A inhibition: -12%; VEEV TC-83 Vero: 1.7%; H37Rv inhibition: inconclusive; PhoP GFP inhibition: -11%

What do the screens show for `CN(C(=S)NC(=O)C1CC1)c1ccc(O)cc1`?
M. tuberculosis: 43%; H1N1 NS1A inhibition: -20%; VEEV TC-83 Vero: 2.2%; H37Rv inhibition: 1%

What do the screens show for `COc1ccc(CNC(=O)c2ccc(N3CCC4(CC3)CC(c3ccc(Cl)cc3)=NO4)c(N)c2)cc1`?
M. tuberculosis: 28%; H37Rv inhibition: inconclusive; PhoP GFP inhibition: -4%

Results for O=[N+]([O-])c1ccc(O)c2ncccc12 ?
M. tuberculosis: inconclusive; H1N1 NS1A inhibition: 4.7µM*; VEEV TC-83 Vero: 13%; H37Rv inhibition: inconclusive; PhoP GFP inhibition: 0.96µM*

Results for COc1cc(SC)ccc1C(=O)N1CC(C)OC(C)C1 (stereo not drawn) ?
M. tuberculosis: -6%; H1N1 NS1A inhibition: 7%; VEEV TC-83 Vero: inactive; H37Rv inhibition: 0%; PhoP GFP inhibition: 1%; VEEV TC-83 Vero 10K pilot screen: 0.1

Results for COc1ccc(OC)c(C(C)NS(=O)(=O)c2cccs2)c1 (stereo not drawn) ?
M. tuberculosis: 9%; H1N1 NS1A inhibition: -3%; VEEV TC-83 Vero: 1.3%; H37Rv inhibition: 5%

What do the screens show for `CCOC(=O)Cn1c(=O)n(Cc2ccco2)c(=O)c2ccc(C(=O)NC3CCCC3)cc21`?
M. tuberculosis: 73%; H1N1 NS1A inhibition: -5%; VEEV TC-83 Vero: 8.7%; H37Rv inhibition: inconclusive; PhoP GFP inhibition: 7%

How did O=C(O)CC(Cc1ccc(Cl)cc1)C(=O)Nc1cc(Cl)ccc1Cl (stereo not drawn) do in these assays?
M. tuberculosis: 29%; H1N1 NS1A inhibition: 0%; VEEV TC-83 Vero: 4.8%; H37Rv inhibition: 4%; PhoP GFP inhibition: 4%

Results for O=C(NC(=S)Nc1cccc2cnccc12)c1ccccc1 ?
M. tuberculosis: -1%; H1N1 NS1A inhibition: -5%; VEEV TC-83 Vero: 2.5%; H37Rv inhibition: 6%; PhoP GFP inhibition: -6%

Results for COc1cc(/C=C2\SC(=S)N(CCC(=O)NCCc3ccccc3)C2=O)cc(OC)c1OC ?
M. tuberculosis: -18%; H1N1 NS1A inhibition: -5%; VEEV TC-83 Vero: 8.5%; H37Rv inhibition: -11%; PhoP GFP inhibition: -6%

What do the screens show for `CC[C@@]1(C(=O)OC)N[C@H](CN(C)C(=O)c2ccc(C)cc2)[C@@H]2C(=O)N(C)C(=O)[C@@H]21`?
M. tuberculosis: -2%; H1N1 NS1A inhibition: -10%; VEEV TC-83 Vero: 1.8%; H37Rv inhibition: 0%

Results for Cc1ccc(C(O)(C(=O)NNc2ccccn2)c2ccc(C)cc2)cc1 ?
M. tuberculosis: -8%; H1N1 NS1A inhibition: -2%; VEEV TC-83 Vero: inactive; H37Rv inhibition: 6%; PhoP GFP inhibition: 4%

How did CCOc1cc(C(=O)N(CC)CC(=O)Nc2c(F)cccc2F)ccc1OCC(=O)N1CCOCC1 do in these assays?
H1N1 NS1A inhibition: -3%; VEEV TC-83 Vero: 0.2%

What do the screens show for `COC(=O)N/N=C(\CCC(=O)O)c1cccs1`?
M. tuberculosis: -6%; H1N1 NS1A inhibition: -4%; VEEV TC-83 Vero: 1.4%; H37Rv inhibition: -4%; PhoP GFP inhibition: 1%

What do the screens show for `C[C@@H]1CCC(=O)N(C[C@@H](C)CSc2ccccc2)CC1`?
M. tuberculosis: -8%; H1N1 NS1A inhibition: -1%; VEEV TC-83 Vero: inactive; H37Rv inhibition: -5%; PhoP GFP inhibition: -10%

What do the screens show for `Cc1cccc(N2C(=O)CC(N3CCN(C(=O)c4ccccc4)CC3)C2=O)c1` (stereo not drawn)?
M. tuberculosis: 10%; H1N1 NS1A inhibition: -1%; VEEV TC-83 Vero: 2.3%; H37Rv inhibition: -15%; PhoP GFP inhibition: 2%; VEEV TC-83 Vero 10K pilot screen: 1.8

How did Cn1ccnc1Sc1nc2ccccc2nc1NS(=O)(=O)c1ccccc1 do in these assays?
M. tuberculosis: 27%; H1N1 NS1A inhibition: 8%; VEEV TC-83 Vero: 1.0%; H37Rv inhibition: 2%; PhoP GFP inhibition: -16%

What do the screens show for `CC(NC(=O)c1ccc(N(C)C)cc1)c1ccc(F)cc1` (stereo not drawn)?
M. tuberculosis: 54%; H1N1 NS1A inhibition: 5%; VEEV TC-83 Vero: 0.5%; H37Rv inhibition: 6%; PhoP GFP inhibition: 0%

How did C=CC[C@H](CC(=O)N(CCO)Cc1ccccc1)C(=O)N[C@@H](COC(=O)[C@@H](CC=C)Cc1ccc(F)cc1)Cc1c[nH]c2ccccc12 do in these assays?
M. tuberculosis: 15%; H1N1 NS1A inhibition: 3%; VEEV TC-83 Vero: 6.6%; H37Rv inhibition: 8%

How did CC(=O)NN1C(=O)c2ccc(Oc3ccc([N+](=O)[O-])cc3)cc2C1=O do in these assays?
M. tuberculosis: -15%; H1N1 NS1A inhibition: 6%; VEEV TC-83 Vero: 1.8%; H37Rv inhibition: -8%; PhoP GFP inhibition: -4%

What do the screens show for `O=Cc1[nH]c2ccccc2c1N(C(=O)CCl)c1ccccc1`?
H1N1 NS1A inhibition: 1%; VEEV TC-83 Vero: 1.5%

What do the screens show for `COc1ccc(OC)c(NC(=O)COC(=O)c2ccc(-n3cnnn3)cc2)c1`?
M. tuberculosis: 16%; H1N1 NS1A inhibition: 0%; VEEV TC-83 Vero: 4.5%; H37Rv inhibition: 12%; PhoP GFP inhibition: -14%

How did CCCC(=O)N1CCN(Cc2nc3cc([N+](=O)[O-])ccc3n2C)CC1 do in these assays?
M. tuberculosis: -12%; H1N1 NS1A inhibition: 0%; VEEV TC-83 Vero: inactive; H37Rv inhibition: -5%; PhoP GFP inhibition: -22%

Results for CCOC(=O)N1CCc2c(sc3ncn(C)c(=O)c23)C1 ?
M. tuberculosis: -10%; H1N1 NS1A inhibition: -19%; VEEV TC-83 Vero: 1.9%; H37Rv inhibition: 4%; PhoP GFP inhibition: 5%

What do the screens show for `COc1ccc(N(C)C(=O)C2CCN(S(=O)(=O)c3cccc4nonc34)CC2)cc1`?
M. tuberculosis: -9%; H1N1 NS1A inhibition: 8%; VEEV TC-83 Vero: inactive; H37Rv inhibition: -2%; PhoP GFP inhibition: 1%

Assay outcomes as filed in PubChem.
